Assay outcomes: PubChem, The Scripps Research Institute Molecular Screening Center
MITF primary – inhibitors of human MITF | O75030 | AlphaScreen MITF homodimerization, bead proximity signal | inhibition, % at 2.6 µM | 650,000 compounds, 0.91% hits; in the data active = inhibition above about 50%;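 also: 0% = vehicle wells with protein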
Target sequence (O75030 whole entry, looked up): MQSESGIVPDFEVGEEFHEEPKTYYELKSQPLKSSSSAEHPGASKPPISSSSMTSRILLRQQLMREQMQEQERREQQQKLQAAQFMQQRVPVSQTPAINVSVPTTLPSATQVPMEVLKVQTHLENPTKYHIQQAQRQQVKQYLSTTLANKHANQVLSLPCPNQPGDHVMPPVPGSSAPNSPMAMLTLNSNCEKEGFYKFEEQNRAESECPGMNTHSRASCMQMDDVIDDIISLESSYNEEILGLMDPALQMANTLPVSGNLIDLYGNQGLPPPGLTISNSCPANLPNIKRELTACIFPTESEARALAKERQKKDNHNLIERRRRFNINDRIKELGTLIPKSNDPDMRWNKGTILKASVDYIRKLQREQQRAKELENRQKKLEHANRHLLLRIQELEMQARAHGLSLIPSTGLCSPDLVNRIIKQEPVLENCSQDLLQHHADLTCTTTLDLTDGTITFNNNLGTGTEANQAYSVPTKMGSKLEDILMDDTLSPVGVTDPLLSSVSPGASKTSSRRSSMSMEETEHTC
TEAD-YAP block – TEAD-YAP interaction inhibition. HEK-TIYL cells, TEAD-Gal4/YAP UAS-luciferase luminescence. inhibition, % at 9.12 µM. 640,000 compounds, 1.4% hits. AID 1259422; in the data active = inhibition above about 32%;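 also: 0% = median of test compound wells and 100% = reference inhibitor wells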
FBW7 act – human FBW7 E3 ligase activation, primary screen; Q969H0; 650,000 compounds, 0.13% hits; AlphaScreen FBW7–phospho-cyclin E peptide binding, activator screen; normalized activity (activation), % at 26.1 µM; in the data active = normalized activity above about 1.9%;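 also: purified mutant Fbw7 with reduced substrate affinity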
GPR151 ag – activates the human receptor GPR151; PathHunter beta-arrestin GPR151 cells, luminescence; activation, % at 11.2 µM; 650,000 compounds, 1% hits; in the data active = activation above about 4.9%;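 also: 0% = median of compound wells and 100% = cells with positive control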
Target sequence (Q8TDV0 whole entry, looked up): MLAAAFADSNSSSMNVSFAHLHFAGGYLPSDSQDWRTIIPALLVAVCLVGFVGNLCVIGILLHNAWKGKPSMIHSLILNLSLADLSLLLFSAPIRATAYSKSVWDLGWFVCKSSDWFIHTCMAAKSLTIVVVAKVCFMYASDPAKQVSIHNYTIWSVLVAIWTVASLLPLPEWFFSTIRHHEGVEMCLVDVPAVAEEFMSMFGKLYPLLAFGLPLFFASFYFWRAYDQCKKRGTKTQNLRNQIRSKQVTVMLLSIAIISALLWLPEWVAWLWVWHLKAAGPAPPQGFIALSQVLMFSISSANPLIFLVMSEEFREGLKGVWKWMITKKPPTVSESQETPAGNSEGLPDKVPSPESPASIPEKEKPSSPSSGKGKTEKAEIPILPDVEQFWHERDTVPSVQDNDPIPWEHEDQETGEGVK
* marks the source's active call; other numbers are inactive results.

Start of the data: the first ten records as a preview:
`Cc1cc(C)cc(NC(=O)C2CC23CCN(C(=O)C(C)(C)C)CC3)c1` (centres undefined) gave MITF primary -4, TEAD-YAP block 1, FBW7 act 0.0 and GPR151 ag 1.4.
`Cc1cccc(NS(=O)(=O)c2ccc3c(c2)CCN3C(=O)C2CCC2)c1C` gave MITF primary 5, TEAD-YAP block 7, FBW7 act 0.0 and GPR151 ag 0.0.
`Cc1c(C(=O)O)oc2ccc(S(=O)(=O)N3CCCCC3)cc12` gave MITF primary 6, TEAD-YAP block 7, FBW7 act 0.0 and GPR151 ag -0.6.
`CC(=O)OCCCNc1nc(-c2ccc(Cl)cc2)nc2ccccc12` gave MITF primary 22, TEAD-YAP block 5, FBW7 act 0.0 and GPR151 ag -0.5.
Screening O=C(Cn1cnc2sc3c(c2c1=O)CCCC3)NCC(=O)Nc1cccc(C(F)(F)F)c1 returned MITF primary -9, TEAD-YAP block 9, FBW7 act 0.0 and GPR151 ag 1.8.
For COc1ccc(NC(=O)c2ccc(C#CC(C)(C)O)s2)cc1 the results were MITF primary -3, TEAD-YAP block -64, FBW7 act 0.0 and GPR151 ag -2.0.
Cc1c(C(=O)Nc2cnc3ccccc3c2)sc2ncnc(N3CCC(C)CC3)c12 was read as MITF primary 0, TEAD-YAP block 12, FBW7 act 0.7 and GPR151 ag -0.2.
COc1ccc(NC(=O)c2cnn3c(C(F)(F)F)cc(-c4ccc(C)cc4)nc23)cc1OC was read as MITF primary -3, TEAD-YAP block 3, FBW7 act -0.1 and GPR151 ag 0.5.
O=C(CC1(O)CCCCC1)N/N=C/c1cccs1 was read as MITF primary 9, TEAD-YAP block -5, FBW7 act 0.2 and GPR151 ag 2.3.
For O=C(COc1ccc(Oc2ccccc2)cc1)OC1CCS(=O)(=O)C1 (centres undefined) the results were MITF primary -3, TEAD-YAP block -6, FBW7 act 0.0 and GPR151 ag 0.5.

The listing (from the top)
`Cc1cc(C)cc(NC(=O)C2CC23CCN(C(=O)C(C)(C)C)CC3)c1` (centres undefined) gave MITF primary -4, TEAD-YAP block 1, FBW7 act 0.0 and GPR151 ag 1.4.
`Cc1cccc(NS(=O)(=O)c2ccc3c(c2)CCN3C(=O)C2CCC2)c1C` gave MITF primary 5, TEAD-YAP block 7, FBW7 act 0.0 and GPR151 ag 0.0.
`Cc1c(C(=O)O)oc2ccc(S(=O)(=O)N3CCCCC3)cc12` gave MITF primary 6, TEAD-YAP block 7, FBW7 act 0.0 and GPR151 ag -0.6.
`CC(=O)OCCCNc1nc(-c2ccc(Cl)cc2)nc2ccccc12` gave MITF primary 22, TEAD-YAP block 5, FBW7 act 0.0 and GPR151 ag -0.5.
Screening O=C(Cn1cnc2sc3c(c2c1=O)CCCC3)NCC(=O)Nc1cccc(C(F)(F)F)c1 returned MITF primary -9, TEAD-YAP block 9, FBW7 act 0.0 and GPR151 ag 1.8.
For COc1ccc(NC(=O)c2ccc(C#CC(C)(C)O)s2)cc1 the results were MITF primary -3, TEAD-YAP block -64, FBW7 act 0.0 and GPR151 ag -2.0.
Cc1c(C(=O)Nc2cnc3ccccc3c2)sc2ncnc(N3CCC(C)CC3)c12 was read as MITF primary 0, TEAD-YAP block 12, FBW7 act 0.7 and GPR151 ag -0.2.
COc1ccc(NC(=O)c2cnn3c(C(F)(F)F)cc(-c4ccc(C)cc4)nc23)cc1OC was read as MITF primary -3, TEAD-YAP block 3, FBW7 act -0.1 and GPR151 ag 0.5.
O=C(CC1(O)CCCCC1)N/N=C/c1cccs1 was read as MITF primary 9, TEAD-YAP block -5, FBW7 act 0.2 and GPR151 ag 2.3.
For O=C(COc1ccc(Oc2ccccc2)cc1)OC1CCS(=O)(=O)C1 (centres undefined) the results were MITF primary -3, TEAD-YAP block -6, FBW7 act 0.0 and GPR151 ag 0.5.
Screening COc1cc(CN2CCNC(=O)C2CC(=O)NCC(F)(F)F)cc(OC)c1 (centres undefined) returned MITF primary 7, TEAD-YAP block 3, FBW7 act 0.1 and GPR151 ag 0.0.
`O=C(NC(c1ccc2c(c1)OCO2)c1ccccn1)C1CCN(C(=O)c2ccoc2)CC1` (centres undefined) gave MITF primary -2, TEAD-YAP block -2, FBW7 act -0.1 and GPR151 ag 0.5.
For CC(C)(C)C(=O)OCC1OC(N)C(OC(=O)C(C)(C)C)C(OC(=O)C(C)(C)C)C1OC(=O)C(C)(C)C (centres undefined) the results were MITF primary -13, TEAD-YAP block -2, FBW7 act 0.6 and GPR151 ag -0.7.
Cc1ccc(/C=C2\SC(=S)N(CCCCCC(=O)O)C2=O)o1 was read as MITF primary 43, TEAD-YAP block 21, FBW7 act -0.1 and GPR151 ag 1.2.
`CCc1nn(CC(=O)N2CCCC2)c(=O)c2cc3occc3n12` gave MITF primary -1, TEAD-YAP block 6, FBW7 act -0.1 and GPR151 ag 0.0.
For Cc1ccnc(N2CCCC(C(=O)NC3CCCCCC3)C2)n1 (centres undefined) the results were MITF primary 15, TEAD-YAP block -3, FBW7 act 0.1 and GPR151 ag -0.5.
Screening COc1ccccc1C(=O)N/N=C(\C)c1ccc2ccccc2c1 returned MITF primary 0, TEAD-YAP block -51, FBW7 act 0.0 and GPR151 ag -1.3.
For Cc1cc(C)c(S(=O)(=O)N2CCC3(CC2)CC(=O)c2ccccc2O3)c(C)c1 the results were MITF primary 1, TEAD-YAP block -1, FBW7 act -0.1 and GPR151 ag 1.9.
For COC(=O)c1c(NC(=O)c2ccccc2Cl)sc2c1C(C(=O)OC)CC2 (centres undefined) the results were MITF primary -20, TEAD-YAP block 8, FBW7 act 0.2 and GPR151 ag 4.0.
CCOC(=O)C1=CN(Cc2ccc(OC)cc2)C=C(C(=O)OCC)C1c1ccc(OCc2ccccc2)c(OC)c1 was read as MITF primary 5, TEAD-YAP block -3, FBW7 act 0.1 and GPR151 ag 1.1.
Screening O=C(c1ccc(S(=O)(=O)N2CCc3ccccc3C2)cc1)N1CCCc2ccccc21 returned MITF primary 5, TEAD-YAP block 5, FBW7 act -0.1 and GPR151 ag 1.3.
C/C(=N\NC(=O)CNC(=O)C(c1ccccc1)c1ccccc1)c1ccc(N(C)C)cc1 was read as MITF primary -10, TEAD-YAP block -3, FBW7 act 0.0 and GPR151 ag 0.3.
Screening CCCC(C(=O)NS(=O)(=O)c1ccccc1)[n+]1ccccc1 (centres undefined) returned MITF primary 5, TEAD-YAP block -4, FBW7 act 0.6 and GPR151 ag -1.0.
For Cc1ccc(-n2c(=O)[nH]c3sc4c(c3c2=O)CCNC4)cc1C the results were MITF primary 11, TEAD-YAP block -6, FBW7 act 0.2 and GPR151 ag -0.8.
For COc1ccc(-c2cc3ccc(OCC(=O)c4ccccc4)cc3oc2=O)cc1OC the results were MITF primary 12, TEAD-YAP block -6, FBW7 act 0.0 and GPR151 ag -1.1.
For COCc1cc(C)nc2sc3c(c12)NC(c1cccs1)NC3=O (centres undefined) the results were MITF primary -9, TEAD-YAP block 3, FBW7 act 0.0 and GPR151 ag 0.6.
For N#CC1(N2CCN(C(=O)c3ccccc3)CC2)CCCCC1 the results were MITF primary 15, TEAD-YAP block -4, FBW7 act -0.1 and GPR151 ag -0.6.
For Cc1ccnc(N/C=C/C(=O)c2ccc(Br)cc2)c1 the results were MITF primary 21, TEAD-YAP block 3, FBW7 act 0.4 and GPR151 ag -5.3.
For O=C(CSc1nncn1-c1ccccc1)c1ccc(Cl)cc1 the results were MITF primary 17, TEAD-YAP block -3, FBW7 act 0.0 and GPR151 ag -1.2.
CC(NC(=O)CCC1(Cc2ccc(F)cc2)CCC(=O)N1)c1ccccc1Cl (centres undefined) was read as MITF primary -7, TEAD-YAP block -3, FBW7 act -0.1 and GPR151 ag 1.6.
Screening COCCn1c(N)c(C(=O)NCCCOC(C)C)c2nc3ccccc3nc21 returned MITF primary -3, TEAD-YAP block 14, FBW7 act 0.3 and GPR151 ag 1.6.
`COc1ccc(C2C(C#N)=C(N)Oc3n[nH]c(-c4ccc(OC)c(OC)c4)c32)cc1O` (centres undefined) gave MITF primary 15, TEAD-YAP block 9, FBW7 act -0.8 and GPR151 ag -1.6.
COc1cc(Nc2ccnc(NC3CCN(Cc4ccccc4)CC3)n2)cc(OC)c1OC was read as MITF primary 15, TEAD-YAP block 15, FBW7 act 0.2 and GPR151 ag -1.6.
Screening O=C(CCN1CCN(c2ccccc2)CC1)Nc1ccc2c(c1)CCC2 returned MITF primary 6, TEAD-YAP block 3, FBW7 act 0.0 and GPR151 ag 1.1.
`CCc1c(C)nc(NC2CCN(C(=O)c3ccc(N(C)C)cc3)CC2)[nH]c1=O` gave MITF primary 9, TEAD-YAP block 0, FBW7 act -0.1 and GPR151 ag 0.8.
`Cc1cccc(-n2nc3c(c2NC(=O)c2ccc(S(=O)(=O)N4CCCCC4)cc2)CSC3)c1C` gave MITF primary 9, TEAD-YAP block -4, FBW7 act 0.0 and GPR151 ag -0.4.
Screening C=CCN1C(=O)C(=O)c2ccccc21 returned MITF primary -10, TEAD-YAP block -1, FBW7 act 0.4 and GPR151 ag -0.6.
Cc1cc(O)c(C(=O)/C=C/c2ccsc2)c(=O)o1 was read as MITF primary -18, TEAD-YAP block 2, FBW7 act 0.1 and GPR151 ag 0.4.
Screening O=C(O)c1ccc(NC(=S)NC(=O)c2ccccc2F)cc1 returned MITF primary -5, TEAD-YAP block -29, FBW7 act -0.1 and GPR151 ag -2.1.
For COC(=O)C1=C(C)NC2=C(C(=O)c3ccccc32)C1c1cc(Cl)c(OCC(=O)O)c(OC)c1 (centres undefined) the results were MITF primary 4, TEAD-YAP block 2, FBW7 act 0.0 and GPR151 ag -1.0.
COc1cccc(NS(=O)(=O)c2cc(C(=O)N3CCCC3)ccc2NCCc2ccc(Cl)cc2)c1 was read as MITF primary -1, TEAD-YAP block -21, FBW7 act 0.1 and GPR151 ag -0.7.
For CCCS(=O)(=O)N1CCCc2ccc(NC(=O)CC)cc21 the results were MITF primary -1, TEAD-YAP block -2, FBW7 act -0.1 and GPR151 ag -1.0.
`COc1ccc(-c2noc(-c3ccc(Cl)cc3Cl)n2)cc1` gave MITF primary 4, TEAD-YAP block -24, FBW7 act 0.0 and GPR151 ag -1.5.
`Oc1c(C(O)(C(F)(F)F)C(F)(F)F)ccc2cccnc12` gave MITF primary 47, TEAD-YAP block 49*, FBW7 act -0.2 and GPR151 ag -2.3.
Screening COc1cccc(CNC(=O)c2cc3c(s2)CCC3)c1 returned MITF primary 11, TEAD-YAP block 4, FBW7 act 0.1 and GPR151 ag -0.4.
Screening Cn1c(SCc2nc3ccccc3[nH]2)nc(=O)c2ccccc21 returned MITF primary 10, TEAD-YAP block 0, FBW7 act 0.0 and GPR151 ag 1.0.
Screening Cc1c(NC(=O)COc2ccccc2[N+](=O)[O-])c(=O)n(-c2ccccc2)n1C returned MITF primary 14, TEAD-YAP block -15, FBW7 act 0.9 and GPR151 ag -1.0.
`COCc1nnc(NC(=O)c2ccccc2)s1` gave MITF primary 12, TEAD-YAP block -33, FBW7 act 0.4 and GPR151 ag -1.4.
`Cc1c(C(=O)N/N=C2/C(=O)c3cccc4cccc2c34)nc2ccccn12` gave MITF primary 9, TEAD-YAP block -4, FBW7 act 0.1 and GPR151 ag 1.9.
For CCOc1ccc(NC(=O)CN2CCN(S(=O)(=O)c3ccc(Br)cc3)CC2)cc1 the results were MITF primary 10, TEAD-YAP block 17, FBW7 act 0.2 and GPR151 ag 1.0.
Cc1ccc2nc(/C(C#N)=C/c3cc4c(cc3[N+](=O)[O-])OCO4)[nH]c2c1 was read as MITF primary 2, TEAD-YAP block -9, FBW7 act -0.1 and GPR151 ag 1.6.
CCC(C(=O)NCCC(C)C)N(CCO)C(=O)Cn1nnc(-c2ccc(F)cc2)n1 (centres undefined) was read as MITF primary 2, TEAD-YAP block -8, FBW7 act -0.1 and GPR151 ag -0.3.
For Cc1nc(-c2ccc(F)cc2)cc(N(C)Cc2ccccc2)n1 the results were MITF primary 14, TEAD-YAP block -6, FBW7 act 0.4 and GPR151 ag -1.9.
For O=C(N/C(=C/c1ccc(Br)cc1)C(=O)N1CCCC1)c1ccccc1F the results were MITF primary 10, TEAD-YAP block 5, FBW7 act 0.1 and GPR151 ag 0.8.
Cc1cc(OCC(=O)N2CCc3ccccc32)ccc1[N+](=O)[O-] was read as MITF primary 16, TEAD-YAP block -9, FBW7 act 0.6 and GPR151 ag 2.1.
Screening Cc1ccsc1CCNc1nc2ccccc2c2nc(-c3cccnc3)nn12 returned MITF primary 10, TEAD-YAP block 3, FBW7 act 0.0 and GPR151 ag 0.3.
CCCNc1ncnc2nc(-c3ccc(C(=O)N4CCN(C)CC4)cc3)[nH]c12 was read as MITF primary -2, TEAD-YAP block -21, FBW7 act -0.1 and GPR151 ag -2.2.
`CC(=O)c1ccc(NC(=O)c2cc3ccccc3oc2=O)cc1` gave MITF primary 0, TEAD-YAP block 9, FBW7 act -0.2 and GPR151 ag 0.5.
Screening N#Cc1ccc(-c2ccncc2)nc1SCC(=O)Nc1ccccc1[N+](=O)[O-] returned MITF primary 2, TEAD-YAP block -2, FBW7 act 0.1 and GPR151 ag 0.8.
CCCS(=O)(=O)N1CCN(Cc2ccc(CC)cc2)CC1 was read as MITF primary 51*, TEAD-YAP block 14, FBW7 act 0.0 and GPR151 ag 1.2.
Screening CN(Cc1ccccc1)C(=O)Cn1c(=O)oc2cc(S(=O)(=O)NC3CCCC3)ccc21 returned MITF primary 2, TEAD-YAP block 15, FBW7 act -0.2 and GPR151 ag 1.9.
`CC(=O)Oc1c(Cl)c(N2CCOCC2)c(OC(C)=O)c2ccccc12` gave MITF primary 9, TEAD-YAP block 6, FBW7 act 0.7 and GPR151 ag -0.9.
